Screens deposited in PubChem BioAssay by National Center for Advancing Translational Sciences (NCATS).
FBPA coupling cs – coupling enzyme interference in Giardia aldolase counter-screen. coupling enzyme system counterscreen, AmpLite Red fluorescence. activity change, negative = inhibition, % at 58.2 µM, hits read low. actives 0.67% (n = 290,000); in the data active = activity change below about -30%; also: % is scaled to controls: 0 for no effect and ±100 for the full control effect
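Activity here indicates interference with the coupling reaction, not aldolase inhibition. Compounds at 57.5 uM final met coupling enzymes for 10 min at RT; substrate and AmpLite Red detection followed, with a 525/598 nm fluorescence read after 20 min.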
Giardia kill – Giardia lamblia killing. Giardia lamblia trophozoite viability. activity change, % at 7.66 µM, hits read low. actives 0.15% (n = 340,000). AID 540267; in the data active = activity change below about -80%; inconclusive = between about -30% and that limit;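 also: parasites exposed to compound for two days anaerobically before the ATP read; % is scaled to controls: 0 for no effect and ±100 for the full control effect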
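Killing of trophozoites was scored by loss of ATP luminescence after a 48 hrs anaerobic exposure to compounds at 37 deg C, using 100 cells per well.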
B2AR arrestin – beta2AR (human) beta-arrestin recruitment activity. P07550. beta-arrestin recruitment to beta2AR, cell-based reporter. Potency, µM (doses to about 46.1 µM), without a hit: top-dose activation, most hits filed as activators. actives 0.02% (n = 330,000). AID 492947;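 also: potency is read from the fitted curve at half-maximal effect; 0% = DMSO controls and full agonism = EC100 isoproterenol or metaproterenol; nearly all actives have a fitted effect of over 65% in size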
Target sequence (P07550 whole entry, looked up): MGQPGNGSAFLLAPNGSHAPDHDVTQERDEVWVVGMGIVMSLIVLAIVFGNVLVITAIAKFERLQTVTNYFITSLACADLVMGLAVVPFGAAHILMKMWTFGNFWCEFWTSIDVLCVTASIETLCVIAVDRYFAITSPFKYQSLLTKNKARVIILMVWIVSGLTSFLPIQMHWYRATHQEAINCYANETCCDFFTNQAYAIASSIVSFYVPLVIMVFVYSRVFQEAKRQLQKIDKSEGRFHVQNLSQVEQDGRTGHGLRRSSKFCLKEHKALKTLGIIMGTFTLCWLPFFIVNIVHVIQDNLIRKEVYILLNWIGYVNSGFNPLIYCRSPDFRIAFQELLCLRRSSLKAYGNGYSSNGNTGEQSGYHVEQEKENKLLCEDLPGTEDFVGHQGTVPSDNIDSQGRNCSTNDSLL
ASM inhibitor – human S-ASM enzyme inhibition. placental ASM, HMU-PC fluorogenic substrate, 60 min. Potency, µM (doses to about 57.5 µM), without a hit: at the top dose activity change, negative = inhibition, most hits filed as inhibitors. AID 504937. actives 0.006% (n = 340,000); also: potency is read from the fitted curve at half-maximal effect
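Fluorogenic HMU-PC substrate (9 uM final) is turned over by placental ASM in 60 min at 37 C after a 10 min compound preincubation. Reaction ended by alkaline stop (pH 10), with fluorescence read at 386/447 nm.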
TSG101-PTAP inh – blocks PTAP/TSG101 interaction to inhibit HIV-1 budding | Fluorescence polarization, FITC-PTAP peptide / Tsg101 binding | Potency, µM (series often up to 115 µM), for inactives: at the top dose activity change, negative = inhibition, hits mostly inhibitors | 340,000 tested, under 10 active; active = well fitted inhibition curve with a large enough effect in the main read-out, with a control signal flat, not every such curve was filed as active; inconclusive = small, poorly fitted or top-dose-only effect, or effect the other way, or a change in a side signal; inactive = no such curve, though single readings can be large or run the other way; also: potency is read from the fitted curve at half-maximal effect; % of control where 0% means no effect
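Tsg101 binding domain (10 uM final) was mixed with compound and a FITC-labeled PTAP peptide (50 nM final) in HEPES pH 7.5 buffer with NaCl, Tween 20, EDTA and TCEP; fluorescence polarization was read after 20 min at r.t.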
a7 integrin act – activators of alpha7 integrin expression for muscular dystrophy | alpha7betagal myoblasts, beta-gal FDG fluorescence, 48 h | Potency, µM (doses to about 38.3 µM), for inactives: top-dose activation, hits mostly activators | actives 0.064% (n = 350,000) | AID 624291;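 also: potency is read from the fitted curve at half-maximal effect; 100% = response of the positive control SU9516; nearly all actives have a fitted effect of over 60% in size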
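alpha7betagal+/- myoblasts (passage 13, 250/well) treated 48 h at 37C with compounds at 1:260 dilution of DMSO stock. Lysed, then beta-galactosidase activity read as FDG fluorescence (ex 480/em 540) after 30 min, with pre-read for autofluorescence.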
PKM2 activator – increases activity of human pyruvate kinase M2 | P14618 | purified PKM2, Kinase-Glo ATP luminescence, activation; response scale: 0% is enzyme alone, no compound | Potency, µM (highest dose often 57.5 µM), without a hit: at the top dose activation, hits mostly activators | actives 0.34% (n = 260,000) | AID 1631; also: potency is read from the fitted curve at half-maximal effect; % is scaled to controls: 0 for no effect and ±100 for the full control effect; nearly all actives have a fitted effect of over 55% in size
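Kinase-Glo luminescence reports ATP generated from ADP (0.1 mM) and PEP (0.5 mM) by purified hPK-M2 after 1 h at room temperature, pH 7.2 imidazole buffer; intermediate enzyme activity allows detecting inhibitors and activators.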
GALK inh – inhibitors of human galactokinase; P51570; Purified GALK, Kinase-Glo residual ATP luminescence; Potency, µM (top dose mostly 57.5 µM), without a hit: at the highest dose activity change, negative = inhibition, actives largely listed as inhibitors; actives 0.007% (n = 270,000); also: potency is read from the fitted curve at half-maximal effect; % is scaled to controls: 0 for no effect and ±100 for the full control effect
Target sequence (P51570 whole entry, looked up): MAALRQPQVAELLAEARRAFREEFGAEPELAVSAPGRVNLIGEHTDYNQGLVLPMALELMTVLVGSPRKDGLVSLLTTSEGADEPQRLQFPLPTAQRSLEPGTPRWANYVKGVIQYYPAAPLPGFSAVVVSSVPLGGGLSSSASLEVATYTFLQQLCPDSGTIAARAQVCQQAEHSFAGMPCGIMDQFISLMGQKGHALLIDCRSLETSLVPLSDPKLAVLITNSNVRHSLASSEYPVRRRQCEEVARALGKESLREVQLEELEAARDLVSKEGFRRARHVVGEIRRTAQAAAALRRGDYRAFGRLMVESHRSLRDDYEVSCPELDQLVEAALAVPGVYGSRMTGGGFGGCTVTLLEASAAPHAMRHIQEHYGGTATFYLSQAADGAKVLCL
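Luminescence from leftover ATP (Ultra-Glo luciferase/luciferin) served as read-out after a 1 h room-temperature reaction of 5 nM GALK with 35 uM ATP and 100 uM galactose.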
Tb PFK block – inhibitors of T. brucei phosphofructokinase | O15648 | T. brucei PFK, ADP-Glo luminescence | Potency, µM (highest dose often 57.5 µM), without a hit: at the top dose activity, negative = inhibition, actives largely listed as inhibitors | actives 0.17% (n = 330,000);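 also: potency is read from the fitted curve at half-maximal effect; 0% = uninhibited 1x PFK enzyme wells and -100% = no-enzyme wells; nearly all actives have a fitted effect of over 60% in size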
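In TEA buffer at pH 8.0 with 5 mM MgCl2, enzyme (1.25 nM) converted F6P (0.5 mM) and ATP (0.1 mM) for 45 min at room temperature. ADP product was read by luciferase luminescence.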
Menin-MLL TR inh – menin-MLL binding inhibition, Texas Red mutant peptide. actives 0.23% (n = 270,000). AID 1768. Menin + Texas Red MLL mutant peptide, fluorescence polarization. Potency, µM (top dose mostly 61.6 µM), without a hit: top-dose FP activity change, negative = inhibition, hits mostly inhibitors. O00255; active = well fitted inhibition curve with a large enough effect in the polarisation, with a control signal flat, not every such curve was filed as active; inconclusive = small, poorly fitted or top-dose-only effect, or effect the other way, or a change in a side signal; inactive = no such curve, though single readings can be large or run the other way; the % refers to the polarisation; also: potency is read from the fitted curve at half-maximal effect; % of control where 0% means no effect; many of its hits are not listed in these tables
BCR signal inh – chronic active BCR signaling inhibition. actives 0.05% (n = 340,000). Potency, µM (doses to about 46.1 µM), without a hit: at the top dose ratio change, negative = lower green/red ratio, usual class: inhibitors. ABC-DLBCL IkBa-CBG/CBR reporter, luminescence ratio, 4 h. AID 493014; active = well fitted inhibition curve with a large enough effect in the signal ratio, with a control signal flat, not every such curve was filed as active; inconclusive = small, poorly fitted or top-dose-only effect, or effect the other way, or a change in a side signal; the % refers to the signal ratio;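 also: potency is read from the fitted curve at half-maximal effect; plate controls were basal doxycycline-induced cells for no effect and cells given 10 µM MG132 for full effect; MG132 reads +100%, hits lower the ratio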
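Cell line TMD8 (human ABC DLBCL), stably expressing tet-inducible CBG68-IkBa fusion and CBR; IMDM/0.5% FBS; cpd up to 46 uM; dox induction, 4 h, 37C/5% CO2; dual luminescence; green/red ratio; MG132 control.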
* = called active by the depositor; ? = inconclusive; . = no result given; [ ] = remark or other dose. Unless noted, calls follow the shape of the dose curve; as a rule, active = well fitted curve in the direction sought with a large enough effect; inconclusive = small, poorly fitted or top-dose-only effect, or another doubt; inactive = no such curve, though single readings can be large; an effect the other way counts as inactive or inconclusive. Some of the compounds tested, so the mix of outcomes need not match the whole.

SMILES | FBPA coupling cs | Giardia kill | B2AR arrestin | ASM inhibitor | TSG101-PTAP inh | a7 integrin act | PKM2 activator | GALK inh | Tb PFK block | Menin-MLL TR inh | BCR signal inh
CCn1c(=O)c2sccc2n(CC(=O)NC2CCCC2)c1=O | 3 | -2 | -0.3% | -2% | -3% | -9% | 6% | 14% | 0% | 4% | 3%
CN1C(=O)Cc2cc(S(=O)(=O)Nc3ccc(N4CCOCC4)cc3)ccc21 | 2 | -1 | 0.1% | -2% | 0% | -9% | 3% | 11% | -6% | 13% | 8%
Cc1ccc2sc(NC(=O)c3ccc(N4C(=O)CCC4=O)cc3)nc2c1C | 1 | 5 | -0.6% | 4% | -6% | 2% | 1% | . | 0% | ? | 10%
Cc1cccc2cc(C3CC(c4cccs4)=NN3S(C)(=O)=O)c(Cl)nc12 (stereo not drawn) | -1 | -15 | -0.9% | -3% | 0% | 0% | -6% | -1% | -1% | . | 4%
CC(C)(C)NC(=S)NNC(=O)c1ccccc1Cl | 0 | 1 | -0.3% | 2% | 1% | -11% | 1% | 0% | -7% | -3% | ?
O=c1cc(O)n(-c2ccccc2)c(=S)[nH]1 | 2 | 9 | 2.2% | -6% | 0% | 12% | 15% | -3% | -4% | 42%[activator] | -11%
O=C(Cn1nnc(-c2ccccc2F)n1)Nc1ccc(S(=O)(=O)NC2CCCC2)cc1 | 7 | -28 | -0.9% | -2% | -3% | -10% | 3% | -2% | 3% | 11% | -8%
O=[N+]([O-])c1ccc(N2CCN(CC3CCCCC3)CC2)cc1 | 4 | -15 | -0.3% | -15% | -7% | -20% | 6% | 5% | -3% | -1% | -2%
Cc1ccccc1OCC(=O)NCC(c1ccco1)N1CCCCC1 (stereo not drawn) | 1 | -19 | -0.4% | 4% | -9% | 3% | -1% | 2% | 1% | -16% | 2%
COc1cc2c(cc1OC)CN(CCOc1ccc(Br)cc1)CC2 | 0 | -13 | 0.1% | 23% | -5% | -13% | . | 1% | -7% | -20% | -2%
COc1ccc(Cl)cc1S(=O)(=O)n1c([N+](=O)[O-])cnc1C | 0 | 2 | -0.2% | -1% | -6% | -19% | 2% | -5% | 0% | 6% | 3%
CC1CCCC(NC(=O)c2nn(C)c3c2CS(=O)(=O)c2ccccc2-3)C1C (stereo not drawn) | -1 | 0 | 0.2% | -2% | 0% | 11% | . | 5% | 0% | 0% | 1%
O=C(Nc1ccc(S(=O)(=O)NC2=NCCCCC2)cc1)c1ccc(=O)[nH]c1 | 0 | 4 | 0.1% | 4% | 2% | ? | -5% | -2% | 2% | 5% | 0%
O=C(Nc1nc(-c2ccccn2)cs1)C12CC3CC(CC(O)(C3)C1)C2 | -4 | -18 | 0.0% | -2% | 0% | -10% | -38% | 12% | 8% | -1% | 4%
CC(=O)Nc1ccc(NC(=O)CNC(=O)c2sc3ccccc3c2Cl)cc1 | . | 4 | -0.3% | -1% | -6% | 0% | . | . | 11% | . | -2%
Cc1nc(SCC(=O)Nc2cc(C)on2)c2c(C)c(C)sc2n1 | 2 | 11 | -1.2% | 0% | -7% | 0% | 11% | 3% | 1% | -9% | 0%
O=C(/C=C/c1cccc(F)c1)NNC(=O)c1ccncc1 | . | -20 | -0.1% | -1% | -1% | 4% | . | . | 2% | . | ?
CC(C)(C)C(=O)Nc1ccc(S(=O)(=O)NC2=NCCCCC2)cc1 | . | -4 | -0.5% | 1% | -7% | ? | . | . | 1% | . | -4%
CC1(C)Cc2c(C#N)c(N3CCN(C(=O)c4ccccc4)CC3)nc(-c3ccco3)c2CS1 | -3 | 0 | -0.6% | 113%[activator] | -4% | -25% | ? | -5% | 3% | -10% | 20%
CCOC(=O)CN1C(=O)N[C@@H](c2cccc(C(F)(F)F)c2)C(C(C)=O)=C1C | 5 | 10 | . | 0% | . | 19% | -3%[11.5 µM] | . | . | 0%[11.7 µM] | .

Ordered by value in ASM inhibitor (largest number first): five of the compounds above.
mol	ASM inhibitor
Cc1ccc2sc(NC(=O)c3ccc(N4C(=O)CCC4=O)cc3)nc2c1C	4%
CC(C)(C)NC(=S)NNC(=O)c1ccccc1Cl	2%
CC(=O)Nc1ccc(NC(=O)CNC(=O)c2sc3ccccc3c2Cl)cc1	-1%
CN1C(=O)Cc2cc(S(=O)(=O)Nc3ccc(N4CCOCC4)cc3)ccc21	-2%
Cc1cccc2cc(C3CC(c4cccs4)=NN3S(C)(=O)=O)c(Cl)nc12 (stereo not drawn)	-3%

The list continues.
SMILES | FBPA coupling cs | Giardia kill | B2AR arrestin | ASM inhibitor | TSG101-PTAP inh | a7 integrin act | PKM2 activator | GALK inh | Tb PFK block | Menin-MLL TR inh | BCR signal inh
CC1=CCC(C(=O)O)(C(=O)N/N=C/c2cccs2)C(c2ccc(Cl)cc2)C1 (stereo not drawn) | 6 | 19 | 0.3% | -9% | -3% | 16% | -4% | -4% | 2% | 0% | ?
COc1cc(=O)[nH]c(SC(C)C(=O)Nc2cccc3ccccc23)n1 (stereo not drawn) | 3 | 39[activator] | -0.7% | 6% | 0% | 8% | 4% | 0% | 5% | 14% | 12%
O=S(=O)(Nc1ccccc1)c1ccc(-c2cnc(C3CC3)o2)cc1 | . | 13 | 0.3% | -5% | 3% | -20% | . | -6% | -4% | . | -11%
O=C(NCCc1ccccc1)c1cc2sccc2n1Cc1ccccc1 | . | 7 | -0.3% | -4% | -3% | 1% | 7% | -4% | ? | 2% | ?
O=C(CNC(=O)c1ccccc1)N/N=C/c1ccccc1Cl | 2 | -20 | 0.1% | 5% | -2% | -4% | 7% | 7% | 2% | 5% | -1%
O=C(O)CSc1cccc2cccc(C(=O)O)c12 | -5 | -5 | 0.3% | 4% | -8% | 9% | 2% | 1% | 1% | -2% | 5%
COC(=O)CNC(=O)CSc1ccccn1 | 4 | 2 | -0.5% | 3% | -2% | 26% | -7% | 6% | 0% | . | 9%
O=C(CN1C2CCCC1CC(NC(=O)c1ccccc1)C2)NC1CC1 (stereo not drawn) | 0 | 11 | 0.4% | 3% | -5% | -25% | 0% | -2% | -8% | 4% | 1%
CCOc1ccc2c(c1)OC(c1ccc(OC)cc1)(C(F)(F)F)NC2=O (stereo not drawn) | 3 | -2 | -0.3% | -2% | -2% | 15% | 11% | 0% | 0% | -13% | ?
CSCCC(NC(=O)c1ccccc1Br)C(=O)NCc1ccc(F)cc1 (stereo not drawn) | -6 | -15 | 0.3% | 3% | -6% | 33% | . | . | 0% | 4% | ?
C[C@H](NC(=O)[C@H](Cc1ccccc1)NC(=O)c1cc2cc(Cl)ccc2n1C)C(=O)O | 7 | -10 | 0.4% | 15% | -4% | ? | . | . | 2% | ? | 1%
Cc1noc(C)c1COc1cccc(C(=O)OCC(=O)N2CC(=O)Nc3ccccc32)c1 | -2 | -15 | -1.4% | -3% | -9% | -6% | -1% | -1% | 0% | ? | ?
O=C(CCn1nnc2ccccc21)Nc1nnc(Cc2ccc(F)cc2)s1 | 0 | -6 | -0.2% | 2% | 1% | 11% | 4% | -1% | -5% | -3% | 0%
Cc1cc(-c2ccccc2)[nH]c(=O)c1C#N | 4 | 9 | -0.7% | 153%[activator] | -4% | 0% | -18% | 4% | -5% | 2% | 4%
CC1CC(C)CN(CCCNC(=O)CCNC(=O)Cn2ccc3ccccc3c2=O)C1 (stereo not drawn) | 1 | 27 | 0.1% | 3% | -3% | 3% | -3% | 3% | 1% | 4% | 13%
COCCCNC(=O)c1ccc2c(=O)n(C3CCCC3)c(=S)[nH]c2c1 | 10 | 14 | -0.3% | 2% | -5% | -7% | 2% | 2% | -9% | 13% | 8%

Quoted at random: 2 records from the list.
SMILES | FBPA coupling cs | Giardia kill | B2AR arrestin | ASM inhibitor | TSG101-PTAP inh | a7 integrin act | PKM2 activator | GALK inh | Tb PFK block | Menin-MLL TR inh | BCR signal inh
C[C@H](NC(=O)[C@H](Cc1ccccc1)NC(=O)c1cc2cc(Cl)ccc2n1C)C(=O)O | 7 | -10 | 0.4% | 15% | -4% | ? | . | . | 2% | ? | 1%
O=C(CN1C2CCCC1CC(NC(=O)c1ccccc1)C2)NC1CC1 (stereo not drawn) | 0 | 11 | 0.4% | 3% | -5% | -25% | 0% | -2% | -8% | 4% | 1%
